USP1 inh: inhibitors of human USP1/UAF1 deubiquitinase. O94782. recombinant USP1/UAF1, Ub-Rhodamine cleavage fluorescence. Potency, µM (highest dose often 57.1 µM), inactives show at the top dose activity change, negative = inhibition, hits mostly inhibitors. actives 0.23% (n = 390,000). AID 743255; further: potency means the concentration at half of the fitted maximal effect; on the % scale 0 is the no-effect control and ±100 the full control effect; nearly all actives have a fitted effect of over 60% in size; inactives centre near -12
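1 nM enzyme complex + cpd, 15 min RT; start with Ub-Rho 150nM final; kinetic fluorescence ex 480/em 540, 6 reads q60 s. Buffer 50mM HEPES pH 7.8, 0.5mM EDTA, 0.1 mg/ml BSA, 1mM TCEP, 0.01% Tween-20.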
Tb PGK inh: blocks T. brucei phosphoglycerate kinase; PGK/GAPDH coupled, Kinase-Glo luminescence, 60 min; actives 0.043% (n = 380,000); AID 602233; Potency, µM (series often up to 57.5 µM), inactives show at the highest dose activity change, negative = inhibition, usual class: inhibitors; further: potency means the concentration at half of the fitted maximal effect; on the % scale 0 is the no-effect control and ±100 the full control effect; nearly all actives have a fitted effect of over 60% in size
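Recombinant glycosomal PGK reaction used 1,3-bisphosphoglycerate generated in-well by GAPDH (100nM final) in 100mM TEA pH 7.6, 5mM MgCl2, 0.01% Tween-20. After 60 minutes at room temperature, ATP was read by Kinase-Glo Plus luminescence end-point.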
GLS inhibitor: blocks human kidney-isoform glutaminase activity; Potency, µM (doses to about 45.5 µM), inactives show at the top dose activity change, negative = inhibition, most hits filed as inhibitors; GLS enzymatic activity, qHTS titration; O94925; actives 0.21% (n = 410,000); AID 624170; further: potency means the concentration at half of the fitted maximal effect; on the % scale 0 is the no-effect control and ±100 the full control effect
Target sequence (O94925 whole entry, looked up, canonical isoform): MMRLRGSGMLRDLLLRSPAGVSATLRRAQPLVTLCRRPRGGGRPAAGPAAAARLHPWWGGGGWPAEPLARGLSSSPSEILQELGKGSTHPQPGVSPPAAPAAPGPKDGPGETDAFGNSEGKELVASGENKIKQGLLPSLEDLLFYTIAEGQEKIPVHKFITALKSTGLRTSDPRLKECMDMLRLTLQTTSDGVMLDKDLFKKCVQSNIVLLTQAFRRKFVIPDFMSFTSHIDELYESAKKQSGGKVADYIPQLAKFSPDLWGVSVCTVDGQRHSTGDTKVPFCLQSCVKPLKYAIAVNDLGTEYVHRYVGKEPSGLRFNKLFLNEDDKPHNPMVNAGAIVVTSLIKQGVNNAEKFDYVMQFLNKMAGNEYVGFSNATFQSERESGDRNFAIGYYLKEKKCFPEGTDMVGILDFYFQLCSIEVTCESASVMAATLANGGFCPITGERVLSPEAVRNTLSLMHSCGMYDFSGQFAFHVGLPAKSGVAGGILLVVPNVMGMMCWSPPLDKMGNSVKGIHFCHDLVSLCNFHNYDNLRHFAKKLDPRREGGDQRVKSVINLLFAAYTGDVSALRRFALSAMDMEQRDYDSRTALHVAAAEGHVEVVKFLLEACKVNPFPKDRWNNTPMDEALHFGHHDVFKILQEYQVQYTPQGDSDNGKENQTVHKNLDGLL
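Enzyme dispensed in phosphate buffer (45 mM, pH 8.2, 0.02% Tween-20), compounds pinned in, then 1 mM L-glutamine solution and the glutamate oxidase–HRP–Amplex Red mix added; fluorescence read immediately and again after 30 min at room temperature.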
HP1b chromo inh: HP1-beta chromodomain-methylated histone interaction inhibition; P83916; AlphaScreen HP1-beta / biotin-H3K9me3 peptide binding; Potency, µM (series often up to 114 µM), for the others: at the top dose activity change, negative = inhibition, actives largely listed as inhibitors; actives 0.56% (n = 390,000); AID 540317; further: potency means the concentration at half of the fitted maximal effect; nearly all actives have a fitted effect of over 70% in size; inactives centre near 23
Target sequence (P83916 whole entry, looked up): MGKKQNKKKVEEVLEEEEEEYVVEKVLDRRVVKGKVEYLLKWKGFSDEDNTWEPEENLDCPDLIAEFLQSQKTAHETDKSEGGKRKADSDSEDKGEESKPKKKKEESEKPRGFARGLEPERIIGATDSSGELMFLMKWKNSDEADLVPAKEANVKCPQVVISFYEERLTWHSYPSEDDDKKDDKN
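HP1-beta protein (50 nM final) preincubated 30 min at room temperature with biotinylated H3(1-18)K9me3 peptide (50 nM) in PBS pH 7.4, 0.01% Tween-20, then compound added for 30 min. AlphaScreen streptavidin donor/nickel chelate acceptor beads (10 ug/mL final), 30 min dark, luminescence read.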
TrxR1 substrate: rat thioredoxin reductase 1 substrate activity | purified TrxR1 substrate turnover, NADPH consumption readout | O89049 | AID 588456 | actives 0.01% (n = 390,000) | Potency, µM (top dose mostly 114 µM), for inactives: top-dose activity change, negative = substrate turnover; further: potency means the concentration at half of the fitted maximal effect; on the % scale 0 is the no-effect control and ±100 the full control effect; nearly all actives have a fitted effect of over 50% in size
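Rat TrxR1, dispensed at 90 nM, was prereduced with 400 uM NADPH (final) for 5 min at ~22 deg C, then incubated with compound 15 min before 400 uM selenite. A first-read NADPH fluorescence drop versus no-compound background flagged substrates.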
PI4K2A block: blocks human PI4K2A kinase activity. purified PI4K2A, ADP-Glo luminescence, 1 h; hits give low values. Q9BTU6. actives 0.13% (n = 420,000). activity change, negative = inhibition, % at 76.9 µM; in the data active means activity change below about -50%; inconclusive means mostly about -30% to -49%;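 further: -100% = wells without enzyme as full effect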
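ADP-Glo luminescence measured ADP generated by PI4K2A enzyme (4 ug/mL before mixing) with 1.2 mM PI substrate (pre-mix) and 300 microM ATP (pre-mix). Tris pH7.5 buffer with MgCl2, Triton X-100; 1 h reaction at ambient temperature.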
IDH1 R132H inh: blocks human mutant IDH1 R132H enzyme; IDH1-R132H enzyme, NADPH consumption, diaphorase/resazurin fluorescence; Potency, µM (highest dose often 76.6 µM), without a hit: at the highest dose activity change, negative = inhibition, usual class: inhibitors; actives 0.093% (n = 390,000); further: potency means the concentration at half of the fitted maximal effect; on the % scale 0 is the no-effect control and ±100 the full control effect; nearly all actives have a fitted effect of over 65% in size
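IDH1-R132H (0.5 ug/mL) preincubated 30 min with compound, then NADPH (0.016 mM) and alpha-KG (2 mM) added; 80 min at RT, pH 7.5. Remaining NADPH coupled via diaphorase/resazurin to fluorescence (540/590 nm); concentration-response curves normalized to no-enzyme control.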
Pin1 inhibitor: human Pin1 inhibition; Q13526; actives 0.009% (n = 390,000); Pin1 FP peptide displacement, HiFluor488, 10 min; Potency, µM (doses to about 115 µM), for inactives: top-dose activity, negative = inhibition, usual class: inhibitors; active means well fitted inhibition curve with a large enough effect in the polarisation, with a control signal flat, not every such curve was filed as active; inconclusive means small, poorly fitted or top-dose-only effect, or effect the other way, or a change in a side signal; inactive means no such curve, though single readings can be large or run the other way; the % refers to the polarisation; further: potency means the concentration at half of the fitted maximal effect; on the % scale 0 is the no-effect control and ±100 the full control effect
Target sequence (Q13526 whole entry, looked up): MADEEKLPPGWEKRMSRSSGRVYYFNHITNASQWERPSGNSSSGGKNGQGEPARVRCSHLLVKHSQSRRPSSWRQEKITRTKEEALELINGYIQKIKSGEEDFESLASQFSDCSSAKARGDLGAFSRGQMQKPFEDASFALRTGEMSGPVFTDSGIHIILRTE
TrxR1 inh: inhibitors of rat thioredoxin reductase 1; O89049; recombinant rTrxR1, NADPH fluorescence consumption, selenite substrate; Potency, µM (top dose mostly 114 µM), without a hit: at the highest dose activity change, negative = inhibition, actives largely listed as inhibitors; actives 1% (n = 390,000); further: potency means the concentration at half of the fitted maximal effect; on the % scale 0 is the no-effect control and ±100 the full control effect; nearly all actives have a fitted effect of over 65% in size
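Rat TrxR1 (90 nM in the dispensed reagent) was pre-reduced with 400 uM NADPH for 5 min at room temperature, then incubated with compound for 15 min. After 400 uM selenite was added, NADPH fluorescence (Ex 340/Em 450 nm) was followed for 8 min.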
An asterisk follows results filed as active; i = inactive; ? = inconclusive; · = not tested or not shown; & = joins results of further samples; [ ] = dose if it differs, or a comment. Unless noted, the call rests on the fitted dose curve; in most records, active means well fitted curve in the direction sought with a large enough effect; inconclusive means small, poorly fitted or top-dose-only effect, or another doubt; inactive means no such curve, though single readings can be large; an effect the other way counts as inactive or inconclusive. A portion of the library, so the mix of outcomes need not match the whole.

SMILES	USP1 inh	Tb PGK inh	GLS inhibitor	HP1b chromo inh	TrxR1 substrate	PI4K2A block	IDH1 R132H inh	Pin1 inhibitor	TrxR1 inh
COc1ccc(OC)c(/C=N/n2c(-c3n[nH]c4c3CCC4)n[nH]c2=S)c1	-13%	-9%	?	8%	6%[57.1 µM]	-22	13%	13%	-22%[57.1 µM]
Cn1nc(-c2ccccc2)c(C(=O)NC(C(=O)O)c2ccccc2)c1Cl (stereo unspecified)	-13%	i	10%	23%	3%[57.1 µM]	-1	0%	-4%	9%[57.1 µM]
CC(SC1=NCCS1)C(=O)Nc1nnc(-c2ccc(F)cc2)s1 (stereo unspecified)	-8%	i	1%	36%[activator]	3%[57.1 µM]	2	2%	-3%	5%[57.1 µM]
COC(=O)C1=CN(Cc2cccs2)C=C(C(=O)OC)C1c1cccc(Cl)c1	-11%	-1%	0%	239%[activator]	89%[activator][57.1 µM]	4	-3%	4%	55%[activator][57.1 µM]
CCOC(=O)c1csc(NC(=O)CSc2nnnn2-c2ccc(OCC)cc2)n1	-6%	-4%	0%	18%	7%[57.1 µM]	-4	9%	15%	15%[57.1 µM]
COc1ccc(NS(=O)(=O)c2cc(NC(=O)COc3ccc(OC)cc3)ccc2N2CCOCC2)cc1	-15%	-10%	6%	-2%	3%	8	-2%	18%	12%
COc1ccc(C)cc1Nc1ncnc2c1c(-c1ccccc1)cn2-c1ccc(C)cc1	-18%	-2%	8%	28%	21%[57.1 µM]	-5	21%	1%	41%[activator][57.1 µM]
CCOC(=O)c1cc(-c2ccc(C)cc2)n(CCC(=O)N2CCN(c3ccccn3)CC2)c1C	-18%	-3%	9%	?	-10%	-1	1%	15%	-2%
CC(C)NC(NC(=O)/C=C/c1ccccc1)C(Cl)(Cl)Cl (stereo unspecified)	0%	-2%	0%	26%	10%[57.1 µM]	-5	-3%	7%	7%[57.1 µM]
COc1ccc(C(CC(=O)O)NS(=O)(=O)c2ccc3c(c2)N(C(C)=O)CC(C)O3)cc1 (stereo unspecified)	-10%	-2%	13%	20%	7%[57.1 µM]	-5	-1%	3%	18%[57.1 µM]
C=CCn1c(SCC(=O)NNC(=O)Nc2cccc(Cl)c2)nnc1-c1ccccc1	-12%	i	14%	40%[activator]	-2%	1	0%	0%	22%
CSc1cccc(NC(=S)N(CCC(C)C)C2CCN(C(C)=O)CC2)c1	-9%	-15%	10%	28%	11%	-4	0%	-8%	23%
O=C(CSc1nnc(Cn2c(=O)sc3ccccc32)n1-c1ccccc1)NCc1ccco1	-14%	-3%	1%	39%	5%	3	0%	0%	-12%
CC1CCN(Cc2c(C(=O)N/N=C/c3cccc(C(F)(F)F)c3)nnn2-c2nonc2N)CC1	-19%	-3%	-9%	11%	-5%[57.1 µM]	1	2%	-3%	19%[57.1 µM]
CCOc1ccccc1NC(=O)c1cnc(NS(=O)(=O)c2ccccc2)nc1	-4%	i	9%	-14%	-4%	-4	1%	0%	8%
O=C(CN1CCN(c2nc(-c3ccc(F)cc3)cs2)CC1)NCc1ccc2c(c1)OCO2	-18%	-2%	-2%	-22%	4%	6	3%	21%	25%
COc1ccc(N2CCN(CCCNC(=O)C3CCCN(S(=O)(=O)c4cnc[nH]4)C3)CC2)cc1 (stereo unspecified)	2%	5%	28%	38%	-6%	3	-3%	-4%	-10%
O=C(CN1CCOCC1)n1c2ccccc2c2ccccc21	-8%	3%	3%	17%	11%[57.1 µM]	9	1%	5%	-44%
CC1CC(C#N)N(N(C)C)C1=C(C#N)C#N (stereo unspecified)	1%	-2%	1%	-2%	-1%[57.1 µM]	-1	21%	10%	-1%[57.1 µM]
CC(O)CNCc1ccccc1C(F)(F)F (stereo unspecified)	-13%	7%	-5%	28%	5%	4	-15%	-2%	18%
Cc1cc(C)cc(N(CC(=O)NC2CCCCC2)C(=O)CNC(=O)c2ccco2)c1	-4%	i	26%	6%	-1%[57.1 µM]	0	-7%	-3%	18%[0.0914 µM]
O=C(COc1cccnc1[N+](=O)[O-])Nc1cccc2ccccc12	-21%	-9%	0%	6%	-11%	-2	2%	-12%	-6%
O=C(Nc1cccc(S(=O)(=O)N2CCOCC2)c1)c1cc(=O)[nH]c2ccccc12	1%	-5%	0%	23%	-1%	1	-4%	-4%	13%
COc1ccc(NC(=O)Cn2c(=O)n(C(C)C)c(=O)c3oc4ccccc4c32)cc1Cl	-19%	-4%	0%	25%	3%	-4	9%	15%	22%
Cc1ccc(S(=O)(=O)NCc2ccccc2)cc1C(=O)N1CCN(c2ccccc2)CC1	-22%	-9%	7%	13%	1%	-1	-8%	6%	14%
CCOC(=O)c1cc(NC(=O)Nc2ccccc2Cl)c(C)nc1C	1%	-2%	8%	1%	-5%[57.1 µM]	-6	-5%	5%	0%[57.1 µM]
CCN(C(=O)CSc1nnc(Cc2cccc3ccccc23)n1N)C1CCS(=O)(=O)C1 (stereo unspecified)	-6%	-6%	4%	14%	-5%	3	5%	-7%	-5%
CSCC[C@H](NC(=O)OC(C)(C)C)C(=O)N1CCC(C(=O)N[C@@H](Cc2c[nH]c3ccccc23)C(=O)O)CC1	-14%	-1%	-9%	28%	0%	3	0%	-11%	18%
CCc1ccc(NC(=O)N2CCC(c3ccccc3)C2)cc1 (stereo unspecified)	-6%	4%	6%	40%[activator]	5%	2	10%	0%	18%
Cc1cc(C)c(S(=O)(=O)N2CCOCC2)c(C)c1N(C)S(=O)(=O)c1ccccc1	-14%	-6%	0%	18%	-3%	1	-6%	3%	12%
O=C(Cn1ccc2cc(S(=O)(=O)N3CCCCC3)ccc21)NCc1ccccc1F	-5%	i	1%	16%	1%	-3	0%	24%	56%[activator]
O=C1c2ccccc2C(O)N1Cc1cccs1 (stereo unspecified)	-23%	-7%	0%	23%	-3%	-1	9%	-3%	-8%
CCOc1ccc(NC(=S)N(CCc2ccncc2)C(C)C)cc1	-23%	-1%	14%	39%[activator]	-2%	-1	2%	-1%	-2%
Cn1c(-c2ccc3ccccc3n2)nc2cnccc21	-15%	-6%	4%	42%[activator]	-5%[57.1 µM]	-2	4%	1%	10%
O=C(CN1CCN(c2ccc(F)cc2)CC1)c1ccc(O)cc1O	-5%	0%	7%	4%[57 µM]	-10%	6	4%	-3%	-17%
Cc1ccc(S(=O)(=O)N2CCCCC2)cc1C(=O)OCC(=O)N1c2ccccc2NC(=O)C1(C)C	-20%	-13%	-14%	11%	0%	-9	-6%	-1%	22%
CCc1cc(C(=O)Nc2ccccc2N2CCOCC2)sc1C	-19%	i	-3%	47%[activator]	-9%	2	4%	0%	-10%
Cc1cc(C)nc(N/C(=N/S(=O)(=O)Cc2ccccc2)Nc2ccccc2)n1	-7%	-1%	4%	28%	-2%	-3	13%	3%	22%
CC1=C(C(=O)Nc2ccccc2)C2(CCCCC2)C(C#N)=C(SCC(N)=O)N1	-15%	-1%	?	-15%	9%[57.1 µM]	-2	2%	-7%	13%[57.1 µM]
COc1ccc(NC2CCCN(C(=O)Cn3ccc(C)n3)C2)cc1OC (stereo unspecified)	-7%	0%	35%	7%	-8%	1	11%	-14%	-4%
COc1ccc(/C=C2/C(=O)ON=C2C)cc1Cl	-13%	i	?	-5%	-1%	0	0%	2%	?
Cc1nc(-c2ccc(Cl)cc2)sc1CCNC(=O)C(=O)Nc1ccc2c(c1)OCCO2	-18%	-10%	1%	20%[57 µM]	1%[57.1 µM]	-4	1%	4%	15%[57.1 µM]
CCCc1cc(=O)n2[nH]c(NCc3c(F)cccc3Cl)nc2n1	4%&-8%	2%	4%&-16%	24%&-1%	11%[57.1 µM]	-6&1	10%&24%	-3%&3%	-11%&10%
Clc1cccc(Cl)c1-c1noc(-c2ccno2)n1	-21%	i	-5%	68%[activator]	3%	1	5%	0%	22%
O=C(/C=C/c1ccco1)NC(=S)Nc1ccc(C(=O)O)cc1	-7%	?	-4%	71µM*	-13%	-15	-9%	?	40µM*
S=C1SCN(Cc2ccccc2)CN1Cc1ccco1	-20%	-10%	-2%	·	·	-22	18%	·	·
CCOC(=O)C(CC)Sc1nnc(COc2ccc(C)cc2)n1-c1ccccc1 (stereo unspecified)	-18%	i	2%	79%[activator]	19%[57.1 µM]	2	6%	1%	9%[57.1 µM]
CCOC(=O)c1cc(C)n(-c2ccccc2)c1C	-13%	4%	0%	1%	3%[57.1 µM]	1	1%	0%	25%[57.1 µM]
Cc1cccc(OCC(=O)O/N=C(\N)c2ccccn2)c1C	-21%	-6%	20%	33%	3%	16	6%	23%	3%
C/C(=N\Nc1ccccc1)c1c(O)cc(C)oc1=O	-7%	0%	67%[activator]	48%[activator]	-3%	1	-4%	7%	-15%
COc1ccc2c(c1)c(=O)oc1cc(OCC(=O)NCC3CCC(C(=O)O)CC3)ccc12 (stereo unspecified)	-21%	-1%	-2%	6%	493%[activator]	0	-2%	1%	-6%

Compound activity deposited in PubChem BioAssay by National Center for Advancing Translational Sciences (NCATS).
